Assay outcomes (PubChem BioAssay)
AID inh: activation induced cytidine deaminase inhibition; Q9GZX7; AID deamination FRET fluorescence, UDG-coupled, 4 h; Potency, µM (doses to about 115 µM), for the others: at the top dose activity change, negative = inhibition, most hits filed as inhibitors; 0.32% of 91,000 active; AID 1347428; further: nearly all actives have a fitted effect of over 25% in size
UDG counterscr: counter-screen for AID inhibitors: uracil-DNA glycosylase inhibition | FRET deamination/UDG coupled assay, UDG read, 4 h | 0.14% of 91,000 active | Potency, µM (doses to about 115 µM), without a hit: at the top dose activity change, negative = inhibition, usual class: inhibitors | AID 1347430; further: nearly all actives have a fitted effect of over 65% in size
An asterisk follows results filed as active; ? = inconclusive. The call rests on the fitted dose curve; in most records, active means well fitted curve in the direction sought with a large enough effect; inconclusive means small, poorly fitted or top-dose-only effect, or another doubt; inactive means no such curve, though single readings can be large; an effect the other way counts as inactive or inconclusive. On the % scale 0 is the no-effect control and ±100 the full control effect; potency means the concentration at half of the fitted maximal effect.

The line under a structure holds: AID inh	UDG counterscr
- CC(=O)NC(NC(C)=O)C(=O)c1ccccc1
  5.9%	-2.5%
- COC(=O)c1ccc2c(=O)n(CCCCCC(=O)NCCc3ccc(Cl)cc3)c(=O)[nH]c2c1
  11.1%	0.0%
- CCS(=O)(=O)c1ncc(Cl)c(C(=O)NCc2ccccc2)n1
  -17.3%	-10.8%
- Cc1cccc(-c2cc(Nc3ccc(C)c(C)c3)nc(C)n2)c1
  -18.4%	-11.6%
- Cc1nn(CCC(=O)Nc2ccccc2Br)c(=O)c2nn(-c3ccccc3)c(C)c12
  -4.2%	1.3%
- COc1cc(/C=C(/C#N)C(=O)Nc2ccccc2C(F)(F)F)cc(Br)c1OC
  ?	-17.0%
- S=C(NCCc1ccc(Cl)cc1)Nc1ccc(Nc2ccccc2)cc1
  -12.5%	4.2%

2 of the compounds above, with each value named:
smiles: CC(=O)NC(NC(C)=O)C(=O)c1ccccc1
  AID inh: 5.9%	UDG counterscr: -2.5%
smiles: Cc1cccc(-c2cc(Nc3ccc(C)c(C)c3)nc(C)n2)c1
  AID inh: -18.4%	UDG counterscr: -11.6%

Compound profiles, from the list above:
Cc1nn(CCC(=O)Nc2ccccc2Br)c(=O)c2nn(-c3ccccc3)c(C)c12 is entered as AID inh: -4.2%; UDG counterscr: 1.3%
COc1cc(/C=C(/C#N)C(=O)Nc2ccccc2C(F)(F)F)cc(Br)c1OC is entered as AID inh: ?; UDG counterscr: -17.0%

A portion of the library, so the mix of outcomes need not match the whole.
